# Compound activity as filed in PubChem BioAssay.
# STK33 inh: inhibitors of human STK33 kinase. purified STK33, MBP phosphorylation, ADP-Glo luminescence. inhibition, % at 10 µM. actives 0.073% (n = 320,000). AID 2661;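 active = inhibition at or above 25%, using the most active replicate where run in duplicate; inactive = inhibition below 25%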
# Target sequence (Q9BYT3 whole entry, looked up): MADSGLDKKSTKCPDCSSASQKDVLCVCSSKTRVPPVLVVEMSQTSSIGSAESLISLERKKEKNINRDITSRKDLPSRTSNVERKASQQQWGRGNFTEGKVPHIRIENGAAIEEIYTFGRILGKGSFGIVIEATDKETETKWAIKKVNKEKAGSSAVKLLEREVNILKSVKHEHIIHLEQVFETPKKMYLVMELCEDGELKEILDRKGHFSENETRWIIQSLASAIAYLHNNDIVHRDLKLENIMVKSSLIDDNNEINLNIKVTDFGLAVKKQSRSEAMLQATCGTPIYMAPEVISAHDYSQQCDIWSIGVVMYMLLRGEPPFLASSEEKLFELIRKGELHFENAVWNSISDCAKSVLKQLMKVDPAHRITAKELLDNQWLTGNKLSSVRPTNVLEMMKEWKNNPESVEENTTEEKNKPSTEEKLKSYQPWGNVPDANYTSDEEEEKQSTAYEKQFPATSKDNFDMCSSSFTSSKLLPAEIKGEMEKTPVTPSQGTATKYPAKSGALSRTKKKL
# OX1R antag: antagonists of human orexin 1 receptor (OX1R); inhibition, % at 6.6 µM; actives 1.8% (n = 330,000); AID 485270; OX1R-expressing cells, FRET antagonist read-out; in the data active = inhibition mostly above about 38%, no sharp cut-off; inactive = mostly below about 40%;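 note: 0% = agonist challenge alone and 100% = reference antagonist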
# Target sequence (O43613 whole entry, looked up): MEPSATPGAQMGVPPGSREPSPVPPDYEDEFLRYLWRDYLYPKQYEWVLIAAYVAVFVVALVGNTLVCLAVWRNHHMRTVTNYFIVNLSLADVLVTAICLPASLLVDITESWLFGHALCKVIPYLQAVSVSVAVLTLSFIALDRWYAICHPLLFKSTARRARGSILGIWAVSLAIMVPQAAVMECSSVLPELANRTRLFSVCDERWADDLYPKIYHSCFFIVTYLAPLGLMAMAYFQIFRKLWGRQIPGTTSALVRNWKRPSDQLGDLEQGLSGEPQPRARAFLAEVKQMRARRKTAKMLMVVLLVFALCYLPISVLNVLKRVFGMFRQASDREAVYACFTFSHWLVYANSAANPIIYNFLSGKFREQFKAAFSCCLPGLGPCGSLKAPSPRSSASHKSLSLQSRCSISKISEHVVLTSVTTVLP
# The depositor's hits bear a star; . = no result given.
cpd	STK33 inh	OX1R antag	compound
1	-0.9	1	O=C(O)c1nnn(-c2ccc(F)cc2F)c1-c1ccccc1
2	-0.6	18	S=C(Nc1cccc2ccccc12)N1CCN(c2ncccn2)CC1
3	-1.5	10	CCCC(=O)NC(=S)Nc1ccccc1OC
4	0.5	0	FC(F)(F)c1nc2ncc(Cl)cc2[nH]1
5	0.9	15	COC/C=C/C1=CC2=CC(=O)C(C)(OC(=O)c3cnc4ccccc4n3)C(=O)C2=CN1CCCOC(C)C (stereo unspecified)
6	0.4	16	Cc1ccc(NC(=O)N2C3CCCC2CC(NC(=O)C2CC2)C3)cc1 (stereo unspecified)
7	-1.8	1	CC(C)C[C@H](NC(=O)Nc1cccc(C(F)(F)F)c1)C(=O)O
8	-0.3	7	S=c1[nH]c2ccccc2c2ccccc12
9	-0.6	12	OCC[C@H]1C[C@@H](O)[C@H](O)[C@@]2(Cc3ccccc3CO2)O1
10	-0.8	24	O=C(CSc1nc(C2CC2)nc2ccccc12)N1CCc2ccccc2C1
11	-0.8	9	CCOc1cc(/C=C/C(=O)O)ccc1OCc1ccccc1
12	-0.1	10	CCOC(=O)c1nc(N2CCN(C(=O)OCC)CC2)c2c3c(sc2n1)CCCC3
13	1.5	20	Cc1nc(N2CCOCC2)c2c(C)c(C(=O)Nc3ccccc3C(F)(F)F)sc2n1
14	0.4	8	O=C1OC(C(=O)NCc2ccccc2)Cc2ccccc21 (stereo unspecified)
15	0.1	3	Cc1ccc(S(=O)(=O)N2CCOC2CNC(=O)C(=O)NCc2cccnc2)cc1 (stereo unspecified)
16	1.4	13	O=C1C2CC=C(Cl)CC2C(=O)N1CCN1CCOCC1 (stereo unspecified)
17	0.1	3	Cc1cc2nc(CCN3CCOCC3)n(S(=O)(=O)c3ccc(C(C)(C)C)cc3)c2cc1C
18	-0.2	4	Cc1c(C(=O)OC(C)C)sc(NC(=O)C2CCCO2)c1C(=O)OC(C)C (stereo unspecified)
19	1.3	25	CCc1nnc(NS(=O)(=O)c2ccc(Nc3ccc([N+](=O)[O-])c4nonc34)cc2)s1
20	0.5	1	CC(NC(=O)/C(C#N)=C/c1ccc(OCC(=O)O)cc1)c1ccccc1 (stereo unspecified)
21	-1.2	22	Cc1ccc(CSc2nc(-c3ccccc3)c(C#N)c(=O)[nH]2)cc1
22	-1.3	13	O=C(Nc1ccc(N2CCCCC2)cc1)c1ccc(F)cc1
23	-0.4	8	Cc1ccccc1CSCCNS(C)(=O)=O
24	-0.6	4	O=C(CCc1ccc(S(=O)(=O)N2CCOCC2)cc1)Oc1ccccc1
25	0.2	16	CCCCN(C(=O)c1cccc(S(=O)(=O)N(C)c2ccc(C)cc2)c1)c1c(N)n(CCCC)c(=O)[nH]c1=O
26	0.7	2	C=C1CCC[C@]2(C)C[C@H]3OC(=O)C(CNC(C)CC)[C@H]3CC12 (stereo partly specified)
27	-0.4	8	O=C(COc1ccccc1)NC1CCSc2ccccc21 (stereo unspecified)
28	-2.7	22	Cc1ccc(S(=O)(=O)Nc2ccc(F)c(S(=O)(=O)N3CCOCC3)c2)cc1
29	-0.2	3	CCOC(=O)C1=C(c2ccccc2)Nc2ncnn2C1c1ccccn1 (stereo unspecified)
30	3.5	7	Cc1ccc(NC(=O)C2CCC(=O)N2)cc1C (stereo unspecified)
31	-0.8	23	CC1(c2ccccc2)O[C@@H]2C[C@H]3[C@@H]4CCC5=CC(=O)C=C[C@]5(C)[C@@]4(F)[C@@H](O)C[C@]3(C)[C@]2(C(=O)CO)O1 (stereo partly specified)
32	-1.1	29	O=[N+]([O-])c1ccc(CSc2ncnc3c2ncn3[C@@H]2O[C@H](CO)[C@@H](O)[C@H]2O)cc1
33	0.7	19	O=C(COC(=O)C1=COCCO1)Nc1ccccc1
34	-1.8	5	O=C(COc1cccc2cccnc12)NNC(=O)Nc1ccccc1
35	4.7	7	CCCN(CC(=O)Nc1ccccc1OC)C(=O)c1ccc2[nH]c3c(c2c1)CC(C)CC3 (stereo unspecified)
36	-3.0	19	O=S(=O)(c1cccs1)N1CCCc2cccc(O)c21
37	-1.1	17	COc1ccc(C)c(-n2c(=O)n(Cc3ccccc3)c(=O)c3[nH]cnc32)c1
38	0.1	19	Cc1cc(-c2cc(-c3ccccc3)on2)nc(NC2CCCC2)n1
39	-2.3	27	COC(=O)c1cc2c(ccn2-c2ccc(F)cc2)n1CC(C)C
40	1.9	35	S=c1oc(-c2ccncc2)nn1CCc1ccncc1
41	-0.6	15	O=C(NCc1cc(C(F)(F)F)cc(C(F)(F)F)c1)C1CC(c2cccc(F)c2)=NO1 (stereo unspecified)
42	-1.5	0	O=C(CCCn1c(=S)[nH]c2ccsc2c1=O)NC1CCCCC1
43	0.8	5	O=C(/C=C/Nc1ccc(F)c(F)c1)c1cccs1
44	-0.4	19	O=C(NCc1nnc(SCC(=O)N2CCCC2)o1)c1cccc(C(F)(F)F)c1
45	0.4	2	O=C(NC12CC3CC(CC(C3)C1)C2)C1CCCN1C(=O)Nc1ccccc1 (stereo unspecified)
46	-0.7	6	Cc1cc(C)n(-c2nnc(C)n2NC(=O)c2cccc(Cl)c2)n1
47	0.6	22	Cc1ccc(NC(=S)Nc2ccc(OC(F)F)c(Cl)c2)cc1F
48	0.2	8	CCC(CC)C1=NN2C(=N)/C(=C/c3ccc(OC(=O)c4ccco4)cc3)C(=O)N=C2S1
49	-1.2	124*	O=C(COC(=O)c1ccc([N+](=O)[O-])s1)NCc1ccccc1
50	2.4	9	CC(=O)N1CCN(C(=O)COc2ccc(Br)cc2)CC1

# Going on with the list.
cpd	STK33 inh	OX1R antag	compound
51	-3.6	17	Cc1ccc(CN(Cc2ccco2)C(=S)Nc2ccccc2C)cc1
52	-1.0	8	CCOC(=O)N1CCN(C(=O)COc2cccc3c2CCN(Cc2ccccc2F)C3=O)CC1
53	5.4	32	CCSc1nc(N)nc(-c2cccs2)c1C#N
54	-0.6	17	CCCCNC(=O)c1onc(CSc2ccccc2)c1C(=O)O
55	-0.4	10	O=S(=O)(/N=C/N1CCOCC1)c1ccc(Cl)cc1
56	1.4	0	CN(C)N1C(N)=C(C#N)C(c2cccc(Cl)c2)C2=C1CCCC2=O (stereo unspecified)
57	-1.2	-3	COc1ccc(CC(=O)N2CCN(c3ccccc3OC)CC2)cc1OC
58	0.0	11	CCNC(=S)N1CCC(C(N)=O)CC1
59	1.2	22	Cc1cnn(-c2nc(-c3cccs3)cc(C(F)(F)F)n2)c1
60	0.2	21	COc1ccc(C(=O)NC(C)c2nnc(SCC(=O)NC3=NCCS3)n2C)cc1 (stereo unspecified)
61	-0.1	8	CCOc1ccc(NC(=O)CCSc2nnc(C)s2)cc1
62	-1.1	19	CCn1nc(C(=O)Nc2ccccc2C)c(Cl)c1Cl
63	-0.2	13	CC1CCN(CC(C)OC(=O)c2ccco2)CC1 (stereo unspecified)
64	0.0	1	C=CCSc1nnc(NC(=O)C2CC(=O)N(Cc3ccc(C)cc3)C2)s1 (stereo unspecified)
65	0.3	3	Cc1ccc(Nc2nc3c(c(=O)[nH]2)CCCC3)cc1
66	-0.5	11	Cn1ccnc1Sc1nc2c(c(=O)n(C)c(=O)n2C)n1C
67	0.0	13	COc1nccnc1NS(=O)(=O)c1ccc(N=Cc2c(C)[nH]n(-c3ccccc3)c2=O)cc1
68	1.0	1	Cc1ccc(N=C(NO)c2nonc2N)cc1
69	-2.8	14	COc1ccc(Br)cc1C(=O)NC(=S)Nc1ccc2[nH]c(=O)[nH]c2c1
70	-0.1	8	COC(=O)c1c(NC(=O)C2CCCO2)sc2c1CCC2 (stereo unspecified)
71	-1.0	13	O=C(c1cc2cc(Cl)cc(Cl)c2oc1=O)N1CCOCC1
72	-1.2	15	CCN1CCN(S(=O)(=O)c2ccc(Cl)c(C(=O)N(C)Cc3ccc(F)cc3)c2)CC1
73	-1.1	9	Cc1cc(C)c(S(=O)(=O)n2c([N+](=O)[O-])cnc2C)c(C)c1
74	-5.0	13	COc1ccc(-c2nc(N)n(C(=O)c3ccc(C)cc3)n2)cc1
75	-1.7	11	CCOc1ccc2[nH]c(=O)c(CN(CCN3CCCC3)C(=S)Nc3ccccc3OCC)cc2c1
76	-1.1	8	Cc1ccc(NC(=O)Nn2cnnc2)c(C)c1
77	-0.1	21	O=C(O)C1C2CCC(O2)C1C(=O)NCc1ccc(Cl)cc1 (stereo unspecified)
78	0.0	4	Oc1ccc(Br)cc1/C=N/n1cnc2ccccc21
79	-3.1	14	COc1ccc(NC(=O)CC2CCCCC2)cc1OC
80	-0.3	7	Cc1ccc(NC(=O)CN(C)CC(=O)Nc2ccccc2Oc2ccccc2)cc1
81	-0.4	11	CO/N=C/CC(=O)Nc1ccc(F)cc1F
82	-1.6	3	CCOCCCNC(=O)c1ccc(Br)cc1
83	1.0	51*	Cc1c(N2C(=O)c3cccc4cccc(c34)C2=O)cnn1C
84	1.2	-8	S=c1[nH]nc(C2CCCCC2)n1/N=C/c1ccccc1
85	-0.1	5	C/C(=N/NC(=O)c1cc(-c2ccc(Cl)s2)[nH]n1)c1ccco1
86	-0.3	19	O=C(CN1C(=O)c2cccc([N+](=O)[O-])c2C1=O)NCc1ccccc1
87	-0.5	21	Cc1ccc(C)c2c1N(Cc1ccccc1)C(=O)C21OCCO1
88	-1.4	5	COc1ccc(NC(=O)c2nnn(Cc3ccc(SC)cc3)c2N)c(OC)c1
89	-0.7	3	COc1ccc(-c2c(-c3ccccc3OC)sc3ccccc23)cc1
90	0.1	4	COc1ccc(Cl)cc1NC(=O)C/C(C)=N/NC(=O)c1ccccc1Cl
91	-0.5	7	O=C(COC(=O)/C=C/C(=O)N1CCN(c2ccccc2)CC1)NC(c1ccccc1)c1ccccc1
92	-0.1	15	O=C1CN(C(=O)c2ccccc2Cl)c2ccccc2N1
93	-0.3	4	Cc1ccc(C2C(=O)N(C3CCCC3)CC(=O)N2C2CCCCC2)cc1 (stereo unspecified)
94	-1.4	4	CC(C)(C)c1ccc(C(=O)NC(=O)COC(=O)c2ccc(Br)o2)cc1
95	-1.7	17	Nc1nnnn1CC(=O)N/N=C/c1cc([N+](=O)[O-])ccc1O
96	-1.3	0	Cc1ccccc1C(=O)NC(=S)N(CCO)Cc1ccccc1
97	0.7	27	COc1ccc(-c2cn3cc(C(=O)NN)ccc3n2)cc1
98	-1.8	7	COc1ccc(CN2CCC(C(=O)c3cccc(Cl)c3)CC2)cc1
99	0.4	10	O=C(Nc1ccc(OC(=O)c2ccco2)cc1)c1ccco1
100	-3.1	0	O=C(Nc1nncs1)c1c(F)c(F)c(F)c(F)c1F

# Later entries
cpd	STK33 inh	OX1R antag	compound
101	.	6	COc1ccc(CCC(=O)Nc2cccc(S(=O)(=O)N3CCCC3)c2)cc1OC
102	-0.5	13	O=C(CSc1nc2ccccc2[nH]1)N1CCN(c2ccccc2)CC1
103	1.1	4	Cc1cc(C)cc(N2CC(C(=O)NC3CCCCC3)CC2=O)c1 (stereo unspecified)
104	-1.3	2	COc1ccc(/C=N/n2c(C)cc(C)c(C(N)=O)c2=O)cc1
105	0.0	22	Cc1ccc2[nH]c(=O)c(CN(Cc3cccnc3)C(=S)NCCCN(C)C)cc2c1
106	-1.6	5	O=C(NCC1CCCO1)c1cccc(S(=O)(=O)N2CCOCC2)c1 (stereo unspecified)
107	-1.4	36	Cc1cnc([N+](=O)[O-])n1CCOC(=O)NC(=O)c1ccccc1
108	-0.8	9	c1ccc(Nc2nc(-c3ccccc3)nc3ccccc23)cc1
109	-1.0	26	O=C(Nc1ccc(Br)cc1)Nc1ccccc1F
110	0.0	19	O=C(Nc1cccc(-c2nc3ccccc3o2)c1)c1ccc(N2C(=O)C3C4C=CC(C4)C3C2=O)cc1 (stereo unspecified)
111	-1.2	21	O=C(CCCN1C(=O)CCC1=O)Nc1cccc(C(F)(F)F)c1
112	-0.4	17	COc1ccc(CNc2ccc(S(=O)(=O)N3CCN(C)CC3)cn2)cc1OC
113	-0.2	27	COc1cc(Br)c(-c2sc(Nc3ccccc3)n[n+]2-c2ccc(F)cc2)cc1OC
114	-1.2	8	O=C(CCNC(=O)c1ccccc1)OCN1C(=O)c2ccccc2C1=O
115	-1.0	.	COc1ccc2oc(=N)c(C(=O)NCc3ccccc3)cc2c1
116	19	5	Cc1ccc(S(=O)(=O)NC2OC(=O)C(Cl)=C2Cl)cc1 (stereo unspecified)
117	-0.5	10	CC1(C)C=C(c2ccc(O)cc2)CC(C)(C)N1
118	0.4	8	CSCCC(NC(=O)CCC(=O)OCC(=O)[C@@]1(O)CCC2[C@@H]3CCC4=CC(=O)C=C[C@]4(C)C3[C@@H](O)C[C@@]21C)C(=O)O (stereo partly specified)
119	-2.4	13	CSc1ccc(C(=O)C2CCCN(Cc3ccc(N4CCNC4=O)cc3)C2)cc1 (stereo unspecified)
120	-0.9	-5	Cc1ccc(SCC(=O)Nc2ccc(S(=O)(=O)Nc3nccs3)cc2)cc1

# By substructure, the entries above with an aryl thioether with sulfur outside any ring (14)
cpd	STK33 inh	OX1R antag	compound
10	-0.8	24	O=C(CSc1nc(C2CC2)nc2ccccc12)N1CCc2ccccc2C1
21	-1.2	22	Cc1ccc(CSc2nc(-c3ccccc3)c(C#N)c(=O)[nH]2)cc1
32	-1.1	29	O=[N+]([O-])c1ccc(CSc2ncnc3c2ncn3[C@@H]2O[C@H](CO)[C@@H](O)[C@H]2O)cc1
44	-0.4	19	O=C(NCc1nnc(SCC(=O)N2CCCC2)o1)c1cccc(C(F)(F)F)c1
53	5.4	32	CCSc1nc(N)nc(-c2cccs2)c1C#N
54	-0.6	17	CCCCNC(=O)c1onc(CSc2ccccc2)c1C(=O)O
60	0.2	21	COc1ccc(C(=O)NC(C)c2nnc(SCC(=O)NC3=NCCS3)n2C)cc1 (stereo unspecified)
61	-0.1	8	CCOc1ccc(NC(=O)CCSc2nnc(C)s2)cc1
64	0.0	1	C=CCSc1nnc(NC(=O)C2CC(=O)N(Cc3ccc(C)cc3)C2)s1 (stereo unspecified)
66	-0.5	11	Cn1ccnc1Sc1nc2c(c(=O)n(C)c(=O)n2C)n1C
88	-1.4	5	COc1ccc(NC(=O)c2nnn(Cc3ccc(SC)cc3)c2N)c(OC)c1
102	-0.5	13	O=C(CSc1nc2ccccc2[nH]1)N1CCN(c2ccccc2)CC1
119	-2.4	13	CSc1ccc(C(=O)C2CCCN(Cc3ccc(N4CCNC4=O)cc3)C2)cc1 (stereo unspecified)
120	-0.9	-5	Cc1ccc(SCC(=O)Nc2ccc(S(=O)(=O)Nc3nccs3)cc2)cc1
